Screens: PubChem, Broad Institute
dFosB activator: enhances mouse delta FosB homodimer DNA binding; P13346; purified delta FosB, TAMRA-CDK5 oligo fluorescence polarization; percent of positive-control signal above neutral wells; activation, % at 25 µM; 0.99% of 340,000 active; AID 493131;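 active = mean activation above about 17%, with every replicate also reaching it, limit read from the data, passing the limit was not always enough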;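 also: fluorescence polarization rise as delta FosB binds a TAMRA Cdk5 AP-1 oligo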
Target sequence (P13346 whole entry, looked up): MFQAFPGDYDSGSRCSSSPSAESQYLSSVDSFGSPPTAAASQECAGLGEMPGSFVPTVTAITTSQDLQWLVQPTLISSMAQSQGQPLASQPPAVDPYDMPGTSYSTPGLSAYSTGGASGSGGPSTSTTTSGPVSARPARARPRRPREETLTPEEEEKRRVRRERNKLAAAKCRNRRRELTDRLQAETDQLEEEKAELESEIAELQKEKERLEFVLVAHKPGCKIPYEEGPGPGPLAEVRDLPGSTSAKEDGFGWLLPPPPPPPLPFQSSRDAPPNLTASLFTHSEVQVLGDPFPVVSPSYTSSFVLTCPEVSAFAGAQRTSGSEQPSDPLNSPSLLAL
MITF act: increases MITF-driven TRPM1 promoter luciferase signal | SK-MEL-5 TRPM1-promoter luciferase, 24 h; % of positive control, neutral wells = 0 | activation, % at 12.5 µM | 0.75% of 300,000 active | AID 588334;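 active = mean activation of at least 80% with every replicate also reaching 80%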;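 also: 0% = neutral control wells and 100% = parthenolide positive control wells; values of inactives mirror those of a sister screen read the other way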
SR-BI HDL uptake: blocks mouse SR-BI lipid uptake from DiI-HDL; Q61009; ldlA[mSR-BI] CHO cells, DiI-HDL uptake fluorescence, 3 h; inhibition, % at 12.5 µM; 0.96% of 320,000 active; AID 488896;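 active = mean replicate inhibition of at least 70% and a set share of replicates each scoring 70 or more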;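 also: 0% = median of neutral control wells and 100% = median of positive control wells; values of inactives mirror those of a sister screen read the other way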
Target sequence (Q61009 whole entry, looked up): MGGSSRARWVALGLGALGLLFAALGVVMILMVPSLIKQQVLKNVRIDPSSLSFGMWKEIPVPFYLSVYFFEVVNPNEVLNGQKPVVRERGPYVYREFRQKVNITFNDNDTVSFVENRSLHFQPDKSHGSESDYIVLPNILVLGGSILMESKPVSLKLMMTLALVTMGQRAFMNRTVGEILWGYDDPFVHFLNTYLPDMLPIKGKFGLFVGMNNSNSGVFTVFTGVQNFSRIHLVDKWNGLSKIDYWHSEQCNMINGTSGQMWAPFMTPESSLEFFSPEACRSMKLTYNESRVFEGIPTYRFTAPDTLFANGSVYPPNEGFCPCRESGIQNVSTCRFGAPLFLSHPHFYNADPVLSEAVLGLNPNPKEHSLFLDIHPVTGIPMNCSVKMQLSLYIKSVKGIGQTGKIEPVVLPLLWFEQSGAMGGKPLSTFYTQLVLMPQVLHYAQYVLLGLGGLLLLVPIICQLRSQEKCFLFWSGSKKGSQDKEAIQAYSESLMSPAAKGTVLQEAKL
PfHsp90 set2: inhibits growth of yeast expressing Plasmodium falciparum Hsp90 | inhibition, % at 9.4 µM | AID 504621 | S. cerevisiae expressing PfHsp90, BacTiter-Glo ATP, 48 h; yeast lacking PDR1 and PDR3 efflux regulators | 0.32% of 310,000 active;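 active = every replicate shows inhibition above about 80%, whatever the replicate mean, limit read from the data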;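 also: 0% = DMSO neutral controls and 100% = 20 µM radicicol positive controls; yeast relying on Plasmodium falciparum Hsp90 in place of its own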
NSD2 inh: blocks human histone methyltransferase NSD2; O96028; NSD2 peptide methylation, AlphaScreen, 120 min; inhibition, % at 12.5 µM; 0.54% of 310,000 active; in the data active = inhibition above about 50%
CAL PDZ FP-1: blocks peptide binding to human CAL PDZ domain; Q9HD26; purified CAL PDZ, TMR-peptide fluorescence polarization, 1 h; AID 504414; inhibition, % at 20 µM; 0.02% of 330,000 active;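 active = highest replicate inhibition of at least 40%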;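 also: plate controls were DMSO neutral control wells for no effect and unlabeled competitor peptide control wells for full effect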
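System: tagged CAL PDZ domain. Schedule: 1 h room-temperature incubation prior to read. Signal: fluorescence polarization (mP). Measure: percent inhibition from loss of millipolarization.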
SR-BI uptake up: SR-BI HDL lipid transfer activation; CHO ldlA[mSR-BI] cells, DiI-HDL uptake fluorescence, 3 h; 100 = double the neutral-control signal; activation, % at 12.5 µM; 0.096% of 320,000 active; AID 504775;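 active = mean replicate activation of at least 60% and every replicate at or above 60%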;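 also: 0% = median plate neutral-control signal and 100% = twice that signal; values of inactives mirror those of a sister screen read the other way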
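Assay system: LDL receptor-deficient CHO ldlA cells overexpressing murine SR-BI / Medium: BSA-supplemented, HEPES-buffered Ham's F12, pH 7.4 / Probe or stimulus: DiI-labelled HDL at 10 µg/mL final / Timing: compound with DiI-HDL co-incubation, 3 h at 37 °C / Technique: bottom-read cell fluorescence after medium removal, ex 550/em 595 nm / Measure: HDL uptake via cellular fluorescence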
CAL PDZ FP-2: blocks peptide binding to the human CAL PDZ domain; 0.92% of 300,000 active; Q9HD26; inhibition, % at 24.9 µM; purified CAL PDZ, TMR-peptide fluorescence polarization, 1 h; AID 602252;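 active = mean inhibition of at least 30% with at least half of replicates also reaching 30%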;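 also: 0% = DMSO neutral control and 100% = excess unlabeled competitor peptide PRC23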
PvdQ inh: P. aeruginosa PvdQ acylase inhibition. inhibition, % at 10 µM. AID 488965. 0.063% of 340,000 active. purified PvdQ acylase, fluorescence plate reader; in the data active = inhibition above about 30%, passing the limit was not always enough;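 also: 0% = vehicle neutral wells and 100% = reference inhibitor wells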
Rtt109 Vps75: blocks Candida albicans Rtt109/Vps75 acetyltransferase activity. AID 540336. purified Rtt109/Vps75, ThioGlo CoA-SH fluorescence, 4 h. inhibition, % at 34.9 µM. 0.16% of 330,000 active. Q5AAJ8;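 active = inhibition of at least 50% in every replicate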
The depositor's hits bear a star; / = no result given.

CAL PDZ FP-2	MITF act	PfHsp90 set2	SR-BI uptake up	SR-BI HDL uptake	dFosB activator	PvdQ inh	CAL PDZ FP-1	NSD2 inh	Rtt109 Vps75	SMILES
-5.0	14.9	-3.2	/	/	52.4*	-14.2	-0.3	1.1	4.5	O=C(Cc1ccc(-n2c(=O)c3sccc3n(CC(=O)Nc3ccccc3F)c2=O)cc1)NCc1ccco1
-0.4	10.7	-31.7	-6.0	6.0	-4.3	-16.3	-2.3	-0.8	-32.2	Cc1ccc(-c2cc(C(F)F)n3ncc(C(=O)NCc4ccco4)c3n2)cc1
/	2.8	-18.8	-64.8	64.8	-1.7	-8.7	-3.2	-1.1	1.4	Cc1ccc(-c2nn3c(C)nnc3s2)cc1NC(=O)CSc1ccc(Cl)cc1
-1.5	70.3	-3.3	-11.9	11.9	-4.2	8.5	-2.5	-1.3	11.8	COc1ccc(NC(=S)NC(=O)c2ccc3c(c2)OCCO3)cc1
-3.1	-8.3	-10.2	14.2	-14.2	-9.6	-11.4	0.3	/	6.3	CCCCCCCCCCCCCCCC(=O)OC/C=C(C)/C=C/C=C(C)/C=C/C1=C(C)CCCC1(C)C
0.3	7.5	9.0	-2.0	2.0	5.0	-3.5	/	0.2	-14.9	C=CCn1c(=O)c2c3c(sc2n2c(Nc4ccc(OC)cc4)nnc12)CCCC3
-5.7	-7.3	-14.8	10.8	-10.8	0.6	-8.8	-5.3	2.0	10.2	CC(=O)NC1C(=O)N=C(SCC(=O)Nc2sc3c(c2C#N)CCCCCC3)NC1=O (configuration not stated)
-4.7	/	24.4	-51.8	51.8	-6.1	2.3	-1.8	/	0.3	CCOC(=O)c1ccc2nc(NC(=O)C(C)C)sc2c1
-0.5	-10.0	-4.4	6.4	-6.4	2.7	2.7	-0.4	1.5	-1.2	CCCCOc1ccc(/C(O)=C2/C(=O)C(=O)N(CCCOC)C2c2ccncc2)cc1C (configuration not stated)
-1.2	-3.1	-11.7	3.9	-3.9	-1.7	0.4	0.4	0.5	-1.9	COc1cccc(C(=O)OCC(=O)NCCCc2ccccc2)c1
-4.0	2.0	-1.3	0.4	-0.4	0.7	-4.2	-0.8	-3.0	1.4	Cc1ccc(C)c(OCCC(=O)OCC(=O)NNC(=O)c2ccccc2)c1
-6.5	9.0	/	-1.0	1.0	-0.6	-16.9	0.1	-16.1	-16.4	CC1CCN(C(=O)COC(=O)c2cc(Cl)cc(Cl)c2N)CC1
-3.8	-4.9	-18.5	-3.4	3.4	-5.6	3.8	-0.5	0.0	0.1	Cc1cc(C)nc(N2CCC(C(=O)Nc3cccc(C(F)(F)F)c3)CC2)n1
-2.0	/	-11.1	3.6	-3.6	2.1	-6.2	-0.5	-2.3	-2.4	CCN(CC)c1nc2c(c(=O)[nH]c(=O)n2C)n1Cc1ccccc1Cl
-5.2	-1.5	-22.9	21.0	-21.0	-9.1	-8.4	-0.4	-1.6	-22.8	Cc1ccc(Cl)cc1N1CCN(S(=O)(=O)c2cccc(S(=O)(=O)N3CCCC3)c2)CC1
-5.6	0.8	2.0	12.7	-12.7	-6.6	1.5	-1.7	-0.2	1.2	CCOc1cc(S(=O)(=O)N2CCN(Cc3ccccc3)CC2)ccc1Br
-0.8	12.5	13.0	8.9	-8.9	-6.2	-7.7	-0.8	12.5	-4.9	O=C(CCC(=O)N(CC(=O)NC1CCCCC1)Cc1cccs1)Nc1ccccn1
-1.8	-3.6	8.9	19.7	-19.7	4.8	-2.3	0.7	2.2	-2.9	CSCC[C@H](NC(=O)OC(C)(C)C)c1nnc(SCC(N)=O)o1
-3.2	9.8	-37.9	/	/	-18.5	-6.7	-1.5	/	10.7	O=c1cc(CCl)nc2sc3ccccc3n12
-1.8	-10.2	2.3	6.3	-6.3	-12.5	-8.3	-2.4	-0.3	3.6	CCCc1cc2c(=O)c(-c3ccccn3)c(C)oc2cc1O
/	19.7	-19.7	1.0	-1.0	-5.6	-5.9	-1.1	-7.8	0.4	Cn1c(CNC(=O)CNC(=O)c2ccc(C(C)(C)C)cc2)cc(=O)n(C)c1=O
-0.5	3.3	13.3	16.9	-16.9	-5.2	5.5	-0.3	-2.8	1.1	O=C(NCC(c1ccc(F)cc1)N1CCOCC1)c1ccccc1F (configuration not stated)
-1.5	/	/	18.9	-18.9	0.3	-3.8	-0.1	/	5.1	Cc1cccc(OCC(O)Cn2c(=N)n(CCN3CCOCC3)c3ccccc32)c1 (configuration not stated)
/	-5.1	/	-36.4	36.4	-6.5	-1.3	-1.7	4.1	7.8	CCN(CC)c1ccc(N=Cc2ccc(N(CC)CC)cc2O)cc1

Whole records, quoted from the list. Values in the order: CAL PDZ FP-2 | MITF act | PfHsp90 set2 | SR-BI uptake up | SR-BI HDL uptake | dFosB activator | PvdQ inh | CAL PDZ FP-1 | NSD2 inh | Rtt109 Vps75
O=C(CCC(=O)N(CC(=O)NC1CCCCC1)Cc1cccs1)Nc1ccccn1 as listed: -0.8 | 12.5 | 13.0 | 8.9 | -8.9 | -6.2 | -7.7 | -0.8 | 12.5 | -4.9
COc1ccc(NC(=S)NC(=O)c2ccc3c(c2)OCCO3)cc1 as listed: -1.5 | 70.3 | -3.3 | -11.9 | 11.9 | -4.2 | 8.5 | -2.5 | -1.3 | 11.8

Next part
CAL PDZ FP-2	MITF act	PfHsp90 set2	SR-BI uptake up	SR-BI HDL uptake	dFosB activator	PvdQ inh	CAL PDZ FP-1	NSD2 inh	Rtt109 Vps75	SMILES
-5.0	4.9	16.6	-18.5	18.5	1.0	-4.3	-0.7	0.9	-1.5	O=C(CSc1cc(Cl)ccc1Cl)NCCN1C(=O)CSC1=O
-5.8	-11.2	11.3	-7.0	7.0	-4.2	-19.3	2.2	-4.2	4.6	Cc1ccc(N(C)S(=O)(=O)c2csc(C(N)=O)c2)cc1C
-0.9	-8.1	-23.6	18.7	-18.7	-5.0	-12.8	-1.5	43.5	4.8	COC(=O)C1=C(C)NC(C)=C(C(=O)OC)C1c1ccc(-c2cc(Cl)ccc2Cl)o1
46.4*	-7.0	0.6	-3.2	3.2	-1.1	-15.6	-0.3	-2.2	0.2	COc1ccc(C)cc1NC(=O)Nc1ccc(Br)cn1
/	/	30.7	33.4	-33.4	-6.7	-9.2	0.0	/	-14.6	NS(=O)(=O)c1ccc(CCNC(=O)CNC(=O)C2CCCCC2)cc1
-0.5	2.0	20.9	22.1	-22.1	-4.1	-10.7	-1.3	2.4	16.0	Cc1[nH]c2ccccc2c1C(=O)C(=O)NCCCc1ccccc1
-0.9	1.0	16.2	34.9	-34.9	3.7	-4.7	0.0	/	-7.4	COc1ccc(CC(=O)NCc2nnc(SCC(=O)Nc3nccs3)n2-c2ccccc2)cc1
-0.4	17.8	-15.6	4.5	-4.5	-23.2	-5.8	-2.5	8.2	-11.8	CN1CCN(c2nc(-c3cccnc3)nc3ccccc23)CC1
2.6	0.3	-8.2	-10.6	10.6	-4.6	-12.8	/	-1.9	0.1	CCCn1c(=O)c(C(=O)NCc2ccccc2)c(O)c2ccccc21
-0.9	-1.2	-34.2	5.5	-5.5	-10.9	-16.4	-1.3	-0.2	4.1	COC(C(=O)Nc1ccc(S(=O)(=O)Nc2ccc(F)cc2)cc1)c1ccccc1 (configuration not stated)
0.7	-1.4	-6.2	/	/	-3.9	-13.6	-0.5	-2.7	-3.0	O=C(NCc1n[nH]c(=S)n1-c1ccc(F)cc1)c1ccc(S(=O)(=O)N2CCCCC2)cc1
-1.4	12.9	-12.2	15.1	-15.1	-2.5	-10.3	-0.5	/	2.2	N#C[C@@H]1N(Cc2ccccc2)C(=O)[C@H]2CC3C=CC21O3 (some centres not stated)
/	1.8	49.0	13.3	-13.3	-1.6	-14.1	-0.2	6.1	6.3	CCOc1ccc(OCCC(=O)OCC(=O)NC(C)c2ccccc2)cc1 (configuration not stated)
15.1	4.9	-7.0	3.0	-3.0	2.4	-19.6	-0.6	2.0	0.2	Cn1c(SCc2nc(-c3ccccc3)no2)nnc1-c1ccco1
-4.2	-5.4	10.2	12.5	-12.5	-7.6	-11.3	-0.3	/	4.8	O=C(Nc1ccc(C(=O)N2CCOCC2)cc1)c1ccccc1
/	-1.9	-7.8	41.7	-41.7	-4.4	2.9	-1.2	-1.4	-6.0	COCCCN=CC1=C(O)CC(C)(C)CC1=O
-1.5	-2.5	5.3	-0.1	0.1	-3.3	5.4	-0.8	/	4.0	CN1CC=C2C(C#N)=C(N)C(C#N)(C#N)C(Cc3ccccc3)C2C1 (configuration not stated)
-2.5	-11.3	-2.0	10.2	-10.2	-14.9	-12.7	-2.3	1.9	4.8	Cc1oc(-c2ccccc2F)nc1CS(=O)(=O)CC(=O)NC1CCCC(C)C1C (configuration not stated)
-2.4	/	-10.6	12.9	-12.9	-5.1	-3.2	-0.8	-0.2	6.2	Cc1ccc(S(=O)(=O)NNC(=S)Nc2ccc(Cl)cc2)cc1
0.6	-18.2	-8.3	/	/	7.5	-0.7	0.1	/	-0.1	Cc1cccc(NC(=O)Nc2ccc(C#N)cc2)n1
-2.8	-13.8	6.4	-34.3	34.3	-7.5	-16.7	-4.4	2.6	14.2	O=C(Nc1cccc(S(=O)(=O)N2CCOCC2)c1)c1cccc(S(=O)(=O)N2CCCC2)c1
-2.7	/	-30.5	8.6	-8.6	-5.6	3.4	-2.8	-7.1	/	CC(C)c1ccc(/C=C/C(=O)n2nnc3ccccc32)cc1
/	-4.7	-3.1	/	/	2.9	8.3	-0.7	-3.2	12.3	CCCN(CC(=O)Nc1ccccc1OC)C(=O)c1ccncc1
-1.6	26.0	-18.6	-44.5	44.5	-15.1	10.0	-2.0	-1.7	-2.3	Cn1cc(Br)c(C(=O)N/N=C/c2cccc(OC3CSC3)c2)n1
/	/	-2.2	3.0	-3.0	-5.1	6.8	-0.5	/	0.3	CCCCCSc1nc2c(c(=O)[nH]c(=O)n2C)n1C(C)C
1.0	-5.3	-5.7	-3.9	3.9	-13.8	-10.6	-0.9	-0.7	5.0	COC(=O)Cn1c(=O)c2c(nc3n2CCCN3CCc2ccccc2)n(C)c1=O
